HP1b chromo inh – HP1-beta chromodomain-methylated histone interaction inhibition. P83916. AlphaScreen HP1-beta / biotin-H3K9me3 peptide binding. Potency, µM (highest dose often 114 µM), for inactives: top-dose activity change, negative = inhibition, actives largely listed as inhibitors. 390,000 compounds, 0.56% hits; further: nearly all actives have a fitted effect of over 70% in size; inactives centre near 23
Target sequence (P83916 whole entry, looked up): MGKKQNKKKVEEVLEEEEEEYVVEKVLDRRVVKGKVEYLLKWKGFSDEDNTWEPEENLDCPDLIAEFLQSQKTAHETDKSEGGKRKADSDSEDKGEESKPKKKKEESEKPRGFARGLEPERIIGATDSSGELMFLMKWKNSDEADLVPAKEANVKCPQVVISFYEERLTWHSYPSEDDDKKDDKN
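Compound inhibition of the preformed complex between 50 nM HP1-beta and 50 nM biotinylated H3K9me3 peptide was read by AlphaScreen. Buffer was PBS pH 7.4 with 0.01% Tween-20. Incubations ran 30 min at room temperature, with 10 ug/mL donor/acceptor beads.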
ERG-DNA inh – inhibitors of human ERG Ets domain-DNA interaction | AID 624246 | P11308 | fluorescence polarization, His-ERG Ets domain / labelled DNA | Potency, µM (top dose mostly 76.9 µM), for the others: at the top dose FP activity, negative = inhibition, most hits filed as inhibitors | 370,000 compounds, 0.028% hits; active means well fitted inhibition curve with a large enough effect in the polarisation, with a control signal flat; inconclusive means small, poorly fitted or top-dose-only effect, or effect the other way, or a change in a side signal; inactive means no such curve, though single readings can be large or run the other way; the % refers to the polarisation;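 further: polarization taken with two DNA probes labelled with fluorescein and Texas red; % of control where 0% means no effect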
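His-tagged ERG Ets domain (1 uM in the protein solution; 300mM KCl, 50mM Tris-HCl, 1mM EDTA, 1mM DTT, pH 7.5) received compound, then a probe mix of 5 nM fluorescein-DNA and 100nM Texas-615-DNA. Fluorescence polarization was read for both dyes.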
GLS inhibitor – inhibitors of human glutaminase (GLS) | AID 624170 | Potency, µM (top dose mostly 45.5 µM), for inactives: at the top dose activity change, negative = inhibition, actives largely listed as inhibitors | 410,000 compounds, 0.21% hits | GLS enzymatic activity, qHTS titration; further: on the % scale 0 is the no-effect control and ±100 the full control effect
Target sequence (O94925 whole entry, looked up): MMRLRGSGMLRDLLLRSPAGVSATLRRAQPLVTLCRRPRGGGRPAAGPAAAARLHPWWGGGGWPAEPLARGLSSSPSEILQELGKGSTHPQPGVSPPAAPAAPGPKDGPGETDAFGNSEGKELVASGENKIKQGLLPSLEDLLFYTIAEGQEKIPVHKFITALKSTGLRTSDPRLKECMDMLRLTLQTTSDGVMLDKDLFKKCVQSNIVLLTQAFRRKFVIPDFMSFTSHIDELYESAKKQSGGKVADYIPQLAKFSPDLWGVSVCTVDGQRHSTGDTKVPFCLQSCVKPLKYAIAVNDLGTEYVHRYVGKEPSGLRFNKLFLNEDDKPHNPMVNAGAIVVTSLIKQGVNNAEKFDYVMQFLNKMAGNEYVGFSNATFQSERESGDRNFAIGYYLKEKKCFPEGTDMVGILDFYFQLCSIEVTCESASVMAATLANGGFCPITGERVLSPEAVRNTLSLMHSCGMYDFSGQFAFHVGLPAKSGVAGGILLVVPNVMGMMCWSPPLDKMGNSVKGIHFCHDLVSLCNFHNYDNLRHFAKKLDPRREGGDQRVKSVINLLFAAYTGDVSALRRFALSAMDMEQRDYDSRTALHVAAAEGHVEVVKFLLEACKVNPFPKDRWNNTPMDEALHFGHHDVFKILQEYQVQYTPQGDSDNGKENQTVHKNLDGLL
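Two-point fluorescence kinetic (t0, 30 min RT) for hKGA; glutamate detected via glutamate oxidase–HRP–Amplex Red. Substrate: 1 mM L-glutamine solution; buffer 45 mM KH2PO4, pH 8.2.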
12-LOX inh – inhibitors of human 12S-lipoxygenase ALOX12 | 580,000 compounds, 1.1% hits | P18054 | purified 12hLO, xylenol orange hydroperoxide absorbance | AID 1671190 | Potency, µM (series often up to 108 µM), without a hit: at the highest dose activity change, negative = inhibition, usual class: inhibitors; further: on the % scale 0 is the no-effect control and ±100 the full control effect
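Purified human 12hLO at 150 nM in 25 mM Hepes, 0.01% Triton X-100, pH 7.0, preincubated 15 min at room temperature with compound. Reaction started with 40 uM arachidonic acid, 30 min at room temperature. Hydroperoxide measured by Fe-xylenol orange, 573/405 nm absorbance ratio.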
JMJD2A Tudor inh – blocks the human JMJD2A Tudor domain | AID 504339 | O75164 | 390,000 compounds, 4.4% hits | Potency, µM (top dose mostly 114 µM), for the others: top-dose activity change, negative = inhibition, usual class: inhibitors | AlphaScreen JMJD2A-Tudor / H3K4me3 peptide binding; further: on the % scale 0 is the no-effect control and ±100 the full control effect; nearly all actives have a fitted effect of over 50% in size
Tb PGK inh – inhibitors of T. brucei phosphoglycerate kinase; P07378; PGK/GAPDH coupled, Kinase-Glo luminescence, 60 min; Potency, µM (titrated, usually from 57.5 µM), inactives show at the top dose activity change, negative = inhibition, usual class: inhibitors; 380,000 compounds, 0.043% hits; AID 602233; further: on the % scale 0 is the no-effect control and ±100 the full control effect; nearly all actives have a fitted effect of over 60% in size
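Recombinant glycosomal PGK reaction used 1,3-bisphosphoglycerate generated in-well by GAPDH (100nM final) in 100mM TEA pH 7.6, 5mM MgCl2, 0.01% Tween-20. After 60 minutes at room temperature, ATP was read by Kinase-Glo Plus luminescence end-point.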
RGS4 inh – inhibitors of human regulator of G protein signaling 4. P49798. Transcreener GDP fluorescence polarization, RGS4-accelerated GTP hydrolysis. Potency, µM (doses to about 114 µM), for the others: at the highest dose activity change, negative = inhibition, most hits filed as inhibitors. 390,000 compounds, 0.039% hits. AID 504845; further: on the % scale 0 is the no-effect control and ±100 the full control effect; nearly all actives have a fitted effect of over 75% in size; some results filed as inactive show a strong effect at the top dose
Target sequence (P49798 whole entry, looked up): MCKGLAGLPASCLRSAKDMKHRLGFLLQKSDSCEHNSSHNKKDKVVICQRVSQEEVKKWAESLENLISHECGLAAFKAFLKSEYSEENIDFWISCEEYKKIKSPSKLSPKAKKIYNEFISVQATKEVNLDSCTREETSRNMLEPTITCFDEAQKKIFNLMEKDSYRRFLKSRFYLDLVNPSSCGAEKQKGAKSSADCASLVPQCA
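MLSMR compounds (23 nl, pin-transferred) preincubated 10 min at room temperature with a 500nM (2x) first reagent, then RGS4 at 900nM (2x) plus Transcreener GDP mix added; fluorescence polarization (620/688 nm) read before and after 90 min at 30 °C.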
TrxR1 inh – inhibitors of rat thioredoxin reductase 1 | recombinant rTrxR1, NADPH fluorescence consumption, selenite substrate | Potency, µM (titrated, usually from 114 µM), for the others: at the top dose activity change, negative = inhibition, most hits filed as inhibitors | O89049 | 390,000 compounds, 1% hits; further: on the % scale 0 is the no-effect control and ±100 the full control effect; nearly all actives have a fitted effect of over 65% in size
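Rat TrxR1 (90 nM in the dispensed reagent) was pre-reduced with 400 uM NADPH for 5 min at room temperature, then incubated with compound for 15 min. After 400 uM selenite was added, NADPH fluorescence (Ex 340/Em 450 nm) was followed for 8 min.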
Pin1 inh – blocks the human prolyl isomerase Pin1 | Q13526 | Pin1 FP peptide displacement, HiFluor488, 10 min | Potency, µM (doses to about 115 µM), for the others: at the top dose activity, negative = inhibition, most hits filed as inhibitors | 390,000 compounds, 0.009% hits; active means well fitted inhibition curve with a large enough effect in the polarisation, with a control signal flat, not every such curve was filed as active; inconclusive means small, poorly fitted or top-dose-only effect, or effect the other way, or a change in a side signal; inactive means no such curve, though single readings can be large or run the other way; the % refers to the polarisation; further: on the % scale 0 is the no-effect control and ±100 the full control effect
The depositor's hits bear a star; [ ] = another dose, or the depositor's remark. Unless noted, the call rests on the fitted dose curve; in most records, active means well fitted curve in the direction sought with a large enough effect; inconclusive means small, poorly fitted or top-dose-only effect, or another doubt; inactive means no such curve, though single readings can be large; an effect the other way counts as inactive or inconclusive. Potency means the concentration at half of the fitted maximal effect.

What do the screens show for `CC(C(=O)Nc1ccccc1)N1C(=O)c2ccccc2C1=O` (stereo unspecified)?
HP1b chromo inh: 9%; ERG-DNA inh: -4%; GLS inhibitor: -6%; 12-LOX inh: -10%; JMJD2A Tudor inh: -18%; Tb PGK inh: 5%; RGS4 inh: 7%; TrxR1 inh: 4%; Pin1 inh: -2%

What do the screens show for `O=C1C2C3C=CC(CC3)C2C(=O)N1c1ccc(Cl)cc1Cl` (stereo unspecified)?
HP1b chromo inh: 36%; ERG-DNA inh: -5%; GLS inhibitor: -7%; 12-LOX inh: 17%; JMJD2A Tudor inh: -10%; Tb PGK inh: -10%; RGS4 inh: 17%; TrxR1 inh: 17%; Pin1 inh: 2%

Results for NC(=O)c1ccccc1N/C=C/C(=O)c1ccccc1 ?
HP1b chromo inh: 38%; ERG-DNA inh: -1%; 12-LOX inh: inconclusive; JMJD2A Tudor inh: 0%; Tb PGK inh: -3%; RGS4 inh: 0%; TrxR1 inh: -4%; Pin1 inh: 3%

How did C[C@@H]1NC(=O)c2cc([N+](=O)[O-])cc(I)c2NCCCC[C@@H](C(N)=O)NC(=O)[C@H](CC(N)=O)NC1=O do in these assays?
HP1b chromo inh: 33%; ERG-DNA inh: 1%; GLS inhibitor: 0%; JMJD2A Tudor inh: -20%; Tb PGK inh: 8%; RGS4 inh: -12%; TrxR1 inh: inconclusive; Pin1 inh: 31%[activator]

How did Cc1ccc(NC(=O)CSc2ccc3nnc(-c4cccnc4)n3n2)cc1 do in these assays?
HP1b chromo inh: 35%; ERG-DNA inh: -10%; GLS inhibitor: 6%; 12-LOX inh: 12%; JMJD2A Tudor inh: 11%; Tb PGK inh: -2%; RGS4 inh: -10%; TrxR1 inh: -26%; Pin1 inh: -8%

How did CCN(CC)CCOC(=O)c1cccc2c1-c1ccccc1C2O (stereo unspecified) do in these assays?
HP1b chromo inh: 24%; ERG-DNA inh: -1%; GLS inhibitor: 20%; 12-LOX inh: inactive; JMJD2A Tudor inh: -13%; Tb PGK inh: -3%; RGS4 inh: 22%; TrxR1 inh: inconclusive; Pin1 inh: -6%

How did CCC/C=N/NC(=O)c1ccccc1O do in these assays?
HP1b chromo inh: 30%; ERG-DNA inh: 1%; GLS inhibitor: -10%; 12-LOX inh: 0%; JMJD2A Tudor inh: 2%; Tb PGK inh: inactive; RGS4 inh: 12%; TrxR1 inh: 14%; Pin1 inh: 2%

Results for Cc1cc(C)n(-c2nc3ccccc3nc2Nc2ccc(Cl)cc2Cl)n1 ?
HP1b chromo inh: 47%[activator]; ERG-DNA inh: -3%; GLS inhibitor: -17%; 12-LOX inh: -9%; JMJD2A Tudor inh: -5%; Tb PGK inh: 10%; RGS4 inh: 14%; TrxR1 inh: 20%; Pin1 inh: 1%

Results for O=S(=O)(NCCc1csc(-c2cccnc2)n1)c1cccs1 ?
HP1b chromo inh: 21%; ERG-DNA inh: -4%; GLS inhibitor: -9%; 12-LOX inh: 7%[57.4 µM]; JMJD2A Tudor inh: -14%; Tb PGK inh: 0%; RGS4 inh: 0%; TrxR1 inh: 9%[57.1 µM]; Pin1 inh: 12%

What do the screens show for `CC1CCCN(CCS(=O)(=O)c2ccccc2)C1` (stereo unspecified)?
HP1b chromo inh: -4%; ERG-DNA inh: -1%; GLS inhibitor: 3%; 12-LOX inh: 0%; JMJD2A Tudor inh: -7%; Tb PGK inh: 6%; RGS4 inh: 3%; TrxR1 inh: 16%; Pin1 inh: 1%

What do the screens show for `Cc1ccc(S(=O)(=O)N2CCOCC2)cc1C(=O)N1CCCCCC1`?
HP1b chromo inh: 7%; ERG-DNA inh: 8%; GLS inhibitor: -3%; 12-LOX inh: 15%; JMJD2A Tudor inh: -6%; Tb PGK inh: 0%; RGS4 inh: 1%; TrxR1 inh: 10%; Pin1 inh: 1%

What do the screens show for `COc1cc(S(=O)(=O)Nc2ccccc2C)ccc1Cl`?
HP1b chromo inh: 41%[activator]; ERG-DNA inh: -1%; GLS inhibitor: -5%; 12-LOX inh: inconclusive; JMJD2A Tudor inh: 5%; Tb PGK inh: inactive; RGS4 inh: -2%; TrxR1 inh: 13%; Pin1 inh: -5%

Results for CCCOc1ccc(C2/C(=C(\O)c3c(C)[nH]c(C(=O)OC)c3C)C(=O)C(=O)N2CCN(C)C)cc1 (stereo unspecified) ?
HP1b chromo inh: 7%; ERG-DNA inh: -2%; GLS inhibitor: 5%; 12-LOX inh: -24%; JMJD2A Tudor inh: inconclusive; Tb PGK inh: 0%; RGS4 inh: 12%; TrxR1 inh: -22%; Pin1 inh: 4%

Results for Cc1ccc(C)c(S(=O)(=O)Nc2cc(SCC(=O)O)c(O)c3ccccc23)c1 ?
HP1b chromo inh: inconclusive; ERG-DNA inh: -9%; GLS inhibitor: inconclusive; JMJD2A Tudor inh: 40µM*; Tb PGK inh: -14%; RGS4 inh: inconclusive; TrxR1 inh: inconclusive; Pin1 inh: inconclusive

How did Cc1nc2ccc(Br)cc2c2c1CC(CBr)O2 (stereo unspecified) do in these assays?
HP1b chromo inh: 36%; ERG-DNA inh: 18%; GLS inhibitor: 9%; 12-LOX inh: 12%; JMJD2A Tudor inh: 14%; Tb PGK inh: 1%; RGS4 inh: 23%; TrxR1 inh: 19%; Pin1 inh: 2%

How did CN(C(=O)COC(=O)/C=C/c1cccs1)C1CCCCC1 do in these assays?
HP1b chromo inh: 3%; ERG-DNA inh: 31%[activator]; GLS inhibitor: -4%; 12-LOX inh: 3%; JMJD2A Tudor inh: -7%; Tb PGK inh: 5%; RGS4 inh: 10%; TrxR1 inh: -6%; Pin1 inh: -5%

What do the screens show for `CCn1cc(C(=O)O)c(=O)c2cnc(N3CCN(C(=S)NC(=O)c4ccccc4)CC3)nc21`?
HP1b chromo inh: 38%; ERG-DNA inh: 33%[activator]; GLS inhibitor: 13%; 12-LOX inh: -1%; JMJD2A Tudor inh: inconclusive; Tb PGK inh: -1%; RGS4 inh: -10%; TrxR1 inh: -11%; Pin1 inh: -1%

How did COc1ccc(C(=O)CCC(=O)NCCc2c[nH]c3ccccc23)cc1 do in these assays?
HP1b chromo inh: 41%; ERG-DNA inh: 13%; GLS inhibitor: 17%; 12-LOX inh: 7%; JMJD2A Tudor inh: -14%; Tb PGK inh: inactive; RGS4 inh: -13%[56.9 µM]; TrxR1 inh: 10%; Pin1 inh: -2%

Results for O=C(O)c1ccc(NC(=O)c2ccccc2NC(=O)c2cccc(Br)c2)cc1 ?
HP1b chromo inh: 1%; ERG-DNA inh: 119%[activator]; GLS inhibitor: -19%; 12-LOX inh: inconclusive; JMJD2A Tudor inh: inconclusive; Tb PGK inh: -3%; RGS4 inh: inconclusive; TrxR1 inh: 16%[57.1 µM]; Pin1 inh: -6%

How did Cc1cccc2c1N(CC(=O)OC(C)C)C(=O)C2=O do in these assays?
HP1b chromo inh: 28%; ERG-DNA inh: 0%; GLS inhibitor: -1%; 12-LOX inh: 12%; JMJD2A Tudor inh: -5%; Tb PGK inh: 4%; RGS4 inh: -6%; TrxR1 inh: 8%; Pin1 inh: -1%

What do the screens show for `Cn1c(SCC(=O)O)nc2sc3c(c2c1=O)CCC3`?
HP1b chromo inh: 26%; ERG-DNA inh: 23%; GLS inhibitor: 2%; 12-LOX inh: -6%; JMJD2A Tudor inh: -22%; Tb PGK inh: -2%; RGS4 inh: -9%; TrxR1 inh: 21%; Pin1 inh: -6%

Results for CCOC(=O)c1c(NC(=S)NC)sc2c1CC(C)(C)SC2 ?
HP1b chromo inh: 20%; ERG-DNA inh: 5%; GLS inhibitor: -1%; 12-LOX inh: inconclusive; JMJD2A Tudor inh: -20%; Tb PGK inh: -2%; RGS4 inh: inconclusive; TrxR1 inh: 11µM*; Pin1 inh: 3%

What do the screens show for `O=C(NC(=S)Nc1ccccc1C(=O)O)c1ccc2ccccc2c1`?
HP1b chromo inh: -15%; ERG-DNA inh: 4%; GLS inhibitor: -8%; 12-LOX inh: 25µM*; JMJD2A Tudor inh: -27%; Tb PGK inh: -3%; RGS4 inh: -20%; TrxR1 inh: -23%; Pin1 inh: -4%

Results for COc1ccccc1NC(=O)Cc1nnc(SCC(=O)NC2CCCCC2)n1C ?
HP1b chromo inh: -1%; ERG-DNA inh: 16%; GLS inhibitor: -6%; 12-LOX inh: -18%; JMJD2A Tudor inh: -16%; Tb PGK inh: inactive; RGS4 inh: 9%; TrxR1 inh: -18%; Pin1 inh: inconclusive

Results for Cc1nc(C)c(C(=O)O)s1 ?
HP1b chromo inh: 29%; ERG-DNA inh: -8%; GLS inhibitor: 8%; 12-LOX inh: inconclusive; JMJD2A Tudor inh: 0%; Tb PGK inh: -2%; RGS4 inh: 20%; TrxR1 inh: 21%; Pin1 inh: -2%

Results for CCCCCCCCn1c2c(c(=N)c3ccccc31)CCC2 ?
HP1b chromo inh: 8%; ERG-DNA inh: 4%; GLS inhibitor: 0%; 12-LOX inh: inconclusive; JMJD2A Tudor inh: -17%; Tb PGK inh: -10%; RGS4 inh: 7%; TrxR1 inh: 16%[57.1 µM]; Pin1 inh: 0%

Screening data: PubChem BioAssay, National Center for Advancing Translational Sciences (NCATS)

These rows are one share of the data; the hit share may differ from the screen's.
